# Fluorescein fluor = compound fluoresces in the fluorescein spectral region | Compound autofluorescence, 480/540 nm, fluorescein-equivalent; stronger effect = higher value | max fluorescein-equivalent concentration, M | hit rate 0.91% among 59,000 | AID 593; in the data active means max fluorescein-equivalent concentration above about 10 nM; inconclusive means between about 1.1 nM and that limit
#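 Normalized response (dye-equivalent concentration) derives from comparing each well's 540 nm emission, under 480 nm excitation, with plate-resident fluorescein standards. Compounds were held in 100 mM Tris, pH 8.0, for 15 min at room temperature.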
# 4MU fluor = compound fluoresces in the 4-MU spectral region | compound autofluorescence, 340/450 nm, 4-MU equivalents; stronger effect = higher value | max dye-equivalent concentration, M | hit rate 11% among 59,000 | AID 589
#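 Compounds in 100 mM Tris, pH 8.0, sat 15 min at room temperature before fluorescence was read at 340 nm excitation/450 nm emission; a per-plate six-point 4-MU standard curve converted signals to dye-equivalent concentration at each compound concentration.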
# GFP derepression = epigenetic modulators derepressing GFP locus in mouse cells | Potency, µM (top dose mostly 46.1 µM), without a hit: at the highest dose GFP derepression (activation) | mouse C127i GFP locus derepression, cytometry, 30 h | hit rate 0.09% among 68,000; active means well fitted curve in the direction sought with a large enough effect; inconclusive means small, poorly fitted or top-dose-only effect; further: % of control where 0% means no effect
#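 Read-out is the number of GFP-positive cells, scored as fluorescent objects 20 to 120 um wide, reflecting derepression of a silenced CMV-GFP reporter in murine C127i cells after 30 h compound exposure at 37 C.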
# A350 autofl = compounds fluorescent in Alexa 350 spectral region; Compound autofluorescence, 340/450 nm, Alexa 350 dye-equivalents; stronger effect = higher value; max dye-equivalent concentration, M; hit rate 11% among 59,000; AID 590
# * marks the source's active call; other numbers are inactive results; i = inactive; ? = inconclusive; [ ] = another dose, or the depositor's remark. Unless noted, no stated cut-off is given here; in the data, active means max dye-equivalent concentration above about 10 nM; inconclusive means mostly about 1.1 nM to 9.6 nM; inactive means weaker than that.
SMILES,Fluorescein fluor,4MU fluor,GFP derepression,A350 autofl
CCOC(=O)C1CCN(c2nc3ccccc3nc2C(C#N)C(=O)OC(C)C)CC1 (stereo not drawn),1.3e-08M*,1.2e-08M*,2%[20.6 µM],1.5e-08M*
CC1(C)Cc2c(C#N)c(NCc3ccco3)nc(-c3ccco3)c2CO1,?,4.5e-08M*,26%[20.6 µM],5.4e-08M*
Cc1nnc2n(C3CCCCC3)c(=O)c3c4c(sc3n12)COC(C)(C)C4,i,i,-2%[20.6 µM],i
CSc1nncc(=O)[nH]1,i,i,2%[20.6 µM],i
CC(=O)c1cc(C#N)c(SCC(=O)C(C)(C)C)nc1C,i,i,0%[20.6 µM],i
Cc1ccc(SCc2c(C#N)c3ccccc3n2C)cc1,i,i,2%[20.6 µM],i
CN1CCc2c(n(CC(O)CN3C(=O)c4ccccc4S3(=O)=O)c3ccccc23)C1=O (stereo not drawn),?,i,4%[20.6 µM],i
COc1ccc(/C(O)=C2/C(=O)C(=O)N(CCCN(C)C)C2c2ccccc2)cc1Cl (stereo not drawn),?,i,-4%[20.6 µM],i
CCC(NC(C)C)C(O)c1ccc(O)c(O)c1 (stereo not drawn),?,i,4%[20.6 µM],i
COCCNC(=O)c1c(N)n(/N=C/c2cccs2)c2nc3ccccc3nc12,i,4e-08M*,-2%[20.6 µM],4.8e-08M*
Cc1ccc(NC(=O)Cn2nc(C)c3ccccc3c2=O)cc1,i,i,2%[20.6 µM],i
N#Cc1ccc(-c2ccc(OCC(O)Cn3nnc4ccccc43)cc2)cc1 (stereo not drawn),i,i,0%[20.6 µM],i
O=c1cc(O)nc2n1CCCS2,i,i,-2%[20.6 µM],i
CSc1nc(NC(C)=O)nc(C)c1Cl,i,i,2%[20.6 µM],i
COC(=O)c1ccc(-c2sc3nc(N4CCOCC4)c4c(c3c2N)CC(C)(C)OC4)o1,i,?,5%[20.6 µM],?
c1ccc(-n2c(Cc3cccnc3)nc3cnccc32)cc1,?,i,8%[20.6 µM],i
COC(=O)C(NC(=O)c1ccccc1)(Nc1nc(C)cs1)C(F)(F)F (stereo not drawn),i,i,-5%[20.6 µM],i
CCN1CCc2c(C#N)c(N3CCCCC3)nc(N3CCOCC3)c2C1,i,1.1e-07M*,-3%[20.6 µM],1.3e-07M*
Cc1cc2c(c(=O)o1)C(Cc1ccccc1)C(C#N)=C(N)O2 (stereo not drawn),?,?,-4%[20.6 µM],?
COc1ccccc1C1C(C#N)=C(N)Oc2cc(C)n(Cc3ccccn3)c(=O)c21 (stereo not drawn),i,i,-2%[20.6 µM],?

# Complete entries as entered above:
# Shown for CSc1nc(NC(C)=O)nc(C)c1Cl = Fluorescein fluor: i; 4MU fluor: i; GFP derepression: 2%[20.6 µM]; A350 autofl: i
# Shown for CC(=O)c1cc(C#N)c(SCC(=O)C(C)(C)C)nc1C = Fluorescein fluor: i; 4MU fluor: i; GFP derepression: 0%[20.6 µM]; A350 autofl: i

# The list continues.
SMILES,Fluorescein fluor,4MU fluor,GFP derepression,A350 autofl
CN1CCc2c(sc3ncn4nc(-c5ccccc5O)nc4c23)C1,i,1.2e-08M*,0%[20.6 µM],1.5e-08M*
CCN(CC)CCN1C(=O)C(=O)/C(=C(/O)c2ccc(C)cc2)C1c1cccnc1 (stereo not drawn),i,i,2%[20.6 µM],?
CN1C(=S)SC(N(O)C(=O)Nc2ccccc2)C1(C)C (stereo not drawn),i,i,-2%[20.6 µM],i
Cc1ccnc(N2CCN(c3c4c(c(C#N)c5nc6ccccc6n35)CCC4)CC2)c1,?,?,0%[20.6 µM],?
c1ccc(-c2nn3c(C4CCCCC4)nnc3s2)cc1,i,i,8%[20.6 µM],?
CCCc1cc(=O)oc2c(CN3CCCC3)c(O)c(Cl)cc12,i,1.5e-05M*,-2%[20.6 µM],1.6e-05M*
CC(C)C(C(=O)Nc1ncn[nH]1)N1C(=O)c2ccccc2C1=O (stereo not drawn),i,i,0%[20.6 µM],i
O=c1c2c3c(sc2n2cnnc2n1Cc1ccccc1)CN(Cc1ccccc1)CC3,?,1.9e-08M*,0%[20.6 µM],2.2e-08M*
COC(=O)C1=C(C)N=C2SC(C)C(=O)N2C1c1cccs1 (stereo not drawn),i,i,0%[20.6 µM],i
Cc1cc(=O)n2[nH]c(N3C(=O)CCC3=O)nc2n1,?,i,0%[20.6 µM],i
N#CCSc1nc2sc3c(c2c(=O)n1C1CCCCC1)CCCC3,i,?,0%[20.6 µM],?
Cc1ccnc(N2CCN(c3cc(C)c(C#N)c4nc5ccccc5n34)CC2)c1,?,7.8e-08M*,5%[20.6 µM],9.2e-08M*
COc1ccc(C2=Nn3c(nnc3-c3ccccc3)SC2)cc1OC,?,i,-4%[20.6 µM],i
CCOc1ccccc1N1CCN(c2nc3ccccc3nc2C(C#N)C(=O)OC(C)C)CC1 (stereo not drawn),i,i,0%[20.6 µM],?
O=c1[nH]c(CN2CCCCC2)nc2c1C1(CCCCC1)Cc1ccccc1-2,?,i,0%[20.6 µM],?
CN(C)c1nc(OCCOC(=O)Nc2ccc(Cl)cc2Cl)nc(N(C)C)n1,i,i,-4%[20.6 µM],i
CC1(C)Cc2c(C#N)c(SCCC#N)nc(N3CCOCC3)c2CS1,i,i,3%[20.6 µM],?
COn1c(=S)[nH]c2ccccc2c1=O,?,i,-4%[20.6 µM],i
CSc1cc(C)nc(N(C)C(C)=O)n1,?,i,-5%[20.6 µM],i
CC(Sc1nc(N2CCCCC2)c2c(c1C#N)CCCC2)C(=O)O (stereo not drawn),i,i,-3%[20.6 µM],i
COc1ccc(/C=C/C2=NC(=C\N(C)C)/C(=O)O2)cc1,i,2e-07M*,-1%[20.6 µM],2e-07M*
CCOC(=O)C(C#N)C(Cc1ccccc1)c1ccco1 (stereo not drawn),i,i,8%[20.6 µM],i
CCCOc1ccc(-c2nnc(N)s2)cc1,i,?,5%[20.6 µM],?
CC(C)C1Cc2c(sc3c2c(=O)n(-c2ccccc2)c2nncn32)CO1 (stereo not drawn),i,i,5%[20.6 µM],i
Cc1cc(O)ccc1-c1cnc2ccccc2n1,i,i,2%[20.6 µM],i
OCCOCCNc1ncnc2c1cnn2-c1ccccc1,i,?,-4%[20.6 µM],?
COc1ccc(C2N3CC4(C)CN2CC(C)(C3)C4O)cc1OC (stereo not drawn),i,i,-4%[20.6 µM],i
CCOc1ccc(C2CC(c3ccccc3)Nc3nc(N)nn32)cc1 (stereo not drawn),i,i,4%[20.6 µM],?
COc1ccccc1-c1c(C)oc2c(CN3CCN(C)CC3)c(O)ccc2c1=O,?,5.4e-07M*,4%[20.6 µM],6.1e-07M*
CCCCOC(=O)CCc1nc2ccccc2[nH]1,i,i,-3%[20.6 µM],i
CCOC(=O)C1CCN(c2ncnc3c2cnn3-c2ccc(OC)cc2)CC1,i,?,-5%[20.6 µM],?
Cc1ccc(C(=O)NCCCNCCCNC(=O)c2ccc(C)nc2)cn1,?,i,-2%[20.6 µM],i
O=C1C(=O)N(Cc2cccnc2)C(c2ccccn2)/C1=C(/O)c1ccccc1 (stereo not drawn),i,?,2%[20.6 µM],?
CC(=NC1CCCC1)c1c(C)[nH]n(-c2nc3ccccc3s2)c1=O,?,i,1%[20.6 µM],i
CCCCc1nc(NCCN2CCOCC2)c(C#N)c2c1COC(C)(C)C2,?,?,0%[20.6 µM],?
C/C(=N/n1cnnc1)c1cccnc1,?,i,-3%[20.6 µM],i
Cc1cc(C)n(CC2CC(=O)N(c3ccc(F)c(Cl)c3)C2=O)n1 (stereo not drawn),?,i,1%[20.6 µM],i
COc1ccc(C2NC(=O)NC(O)(C(F)(F)F)C2C(=O)c2ccc(F)cc2)cc1 (stereo not drawn),i,i,-3%[20.6 µM],i
O=C1NCC(COCC2CC=CCC2)O1 (stereo not drawn),?,i,0%[20.6 µM],i
COc1cc(C)nc(N(C)S(=O)(=O)c2ccccc2Cl)n1,i,i,0%[20.6 µM],i
Cc1cc(=O)oc(C)c1C(=O)NCCN1CCOCC1,i,i,-6%[20.6 µM],i
CC1(C)Cc2ccccc2-c2c1c(=O)n(-c1ccccc1)c1nnnn21,i,i,5%[20.6 µM],i
O=C1c2ccccc2-c2onc3ccc(NCc4ccco4)c1c23,1.2e-06M*,i,0%[20.6 µM],i
CCCSc1nnc2n(-c3ccccc3OC)c(=O)c3c4c(sc3n12)CCC4,i,i,-3%[20.6 µM],i
CCC(=O)Oc1ccc(C(CC)C(CC)c2ccc(OC(=O)CC)cc2)cc1 (stereo not drawn),?,i,0%[20.6 µM],i
CCOc1nc(SCCOc2ccccc2)nc(N(C)C)n1,i,i,0%[20.6 µM],i
COc1cccc(C2/C(=C(/O)c3cnn(-c4ccccc4)c3C)C(=O)C(=O)N2CCN(C)C)c1OC (stereo not drawn),?,?,-6%[20.6 µM],?
CCCCCCOc1ccc(C(=O)n2cnc(N)n2)cc1,i,i,0%[20.6 µM],i
COc1ccccc1N1CCN(CCCCOc2ccc(F)cc2)CC1,i,i,5%[20.6 µM],?
COc1ccc(C2C=C(c3ccc(C)cc3)Nc3ncnn32)cc1 (stereo not drawn),1.1e-08M*,1.7e-07M*,7%[20.6 µM],1.8e-07M*

# The listing continues.
SMILES,Fluorescein fluor,4MU fluor,GFP derepression,A350 autofl
Cc1ccc(C2/C(=C(\O)c3ccc4c(c3)OCCO4)C(=O)C(=O)N2CCCN(C)C)o1 (stereo not drawn),i,?,0%[20.6 µM],?
Cc1ccc(-c2ccc(/C=N/c3ncn[nH]3)o2)cc1Cl,i,?,5%[20.6 µM],1.3e-08M*
C=CCc1cccc(/C=N/n2cnnc2)c1O,?,i,2%[20.6 µM],i
COc1ccc(C2=CC(c3ccc(C)cc3)n3nnnc3N2)cc1 (stereo not drawn),?,4.2e-08M*,2%[20.6 µM],4.2e-08M*
O=S(=O)(c1ccc(Cl)cc1)N1CCC(N2CCCCCC2)CC1,?,i,-4%[20.6 µM],i
COc1ccc(Cn2c(N)c(C#N)c3nc4ccccc4nc32)cc1OC,?,7.4e-08M*,-5%[20.6 µM],8.5e-08M*
COC(=O)C1=C(C)N=C2SC(C)C(=O)N2C1c1cccc(F)c1 (stereo not drawn),?,i,2%[20.6 µM],i
COc1ccc2[nH]c(C)c(C(=O)CN3CCOCC3)c2c1,i,i,-3%[20.6 µM],i
CCCCc1nc2sc3c(c2c(=O)[nH]1)CCC3,?,?,-5%[20.6 µM],?
COC(=O)c1cccc(Nc2cc(C)nc(-c3ccccc3O)n2)c1,i,?,21%[20.6 µM],?
Cc1cccn2c(=O)c3cc(C(=O)NCc4cccnc4)c(=N)n(C)c3nc12,?,8.8e-07M*,0%[20.6 µM],9.8e-07M*
N#Cc1c(SCC(=O)O)nc(N2CCCCC2)c2c1CCCC2,i,i,0%[20.6 µM],i
CN(C)c1ccc(O)c2c1CC1CC3[C@@H](N(C)C)C(=O)C(C(N)=O)=C(O)[C@]3(O)C(=O)C1=C2O (stereo partly drawn),i,i,2%[20.6 µM],i
COc1ccccc1Cn1c2nc3ccccc3nc2c2c(=O)n(CC(C)C)cnc21,?,?,1%[20.6 µM],?
CCOC(=O)C1=C(C)N=C2SC(C)C(=O)N2C1c1cccc(F)c1 (stereo not drawn),?,i,-4%[20.6 µM],i
C=CCOc1nc2c(c(=O)n(C)c(=O)n2C)n1Cc1ccc(Cl)cc1,?,i,10%[20.6 µM],i
COCCCn1cnc2c(c1=O)c1nc3ccccc3nc1n2CCc1ccccc1,?,1.7e-07M*,6%[20.6 µM],1.6e-07M*

# Compounds shown so far that contain a carbonyl joined to an NH by a bond outside any ring:
SMILES,Fluorescein fluor,4MU fluor,GFP derepression,A350 autofl
COCCNC(=O)c1c(N)n(/N=C/c2cccs2)c2nc3ccccc3nc12,i,4e-08M*,-2%[20.6 µM],4.8e-08M*
Cc1ccc(NC(=O)Cn2nc(C)c3ccccc3c2=O)cc1,i,i,2%[20.6 µM],i
CSc1nc(NC(C)=O)nc(C)c1Cl,i,i,2%[20.6 µM],i
COC(=O)C(NC(=O)c1ccccc1)(Nc1nc(C)cs1)C(F)(F)F (stereo not drawn),i,i,-5%[20.6 µM],i
CN1C(=S)SC(N(O)C(=O)Nc2ccccc2)C1(C)C (stereo not drawn),i,i,-2%[20.6 µM],i
CC(C)C(C(=O)Nc1ncn[nH]1)N1C(=O)c2ccccc2C1=O (stereo not drawn),i,i,0%[20.6 µM],i
CN(C)c1nc(OCCOC(=O)Nc2ccc(Cl)cc2Cl)nc(N(C)C)n1,i,i,-4%[20.6 µM],i
Cc1ccc(C(=O)NCCCNCCCNC(=O)c2ccc(C)nc2)cn1,?,i,-2%[20.6 µM],i
Cc1cc(=O)oc(C)c1C(=O)NCCN1CCOCC1,i,i,-6%[20.6 µM],i
Cc1cccn2c(=O)c3cc(C(=O)NCc4cccnc4)c(=N)n(C)c3nc12,?,8.8e-07M*,0%[20.6 µM],9.8e-07M*
CN(C)c1ccc(O)c2c1CC1CC3[C@@H](N(C)C)C(=O)C(C(N)=O)=C(O)[C@]3(O)C(=O)C1=C2O (stereo partly drawn),i,i,2%[20.6 µM],i

# Bioassay records: PubChem BioAssay, National Center for Advancing Translational Sciences (NCATS)

# Not all compounds are listed; count on the stated rates, not on these rows.
